MK inhibit: inhibitors of Streptococcus pneumoniae mevalonate kinase; purified MK, PK/LDH-coupled NADH absorbance 340 nm; inhibition, % at 10 µM; 0.48% of 65,000 active; AID 555;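 active = ranked among the strongest by inhibition in the single 10 µM screen, a fixed top-ranked set picked for dose follow-up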; note: no value below 0 was filed
PMK inhibit: blocks S. pneumoniae phosphomevalonate kinase; purified PMK, PK/LDH-coupled NADH absorbance 340 nm; inhibition, % at 10 µM; 0.49% of 65,000 active; AID 539;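 active = top-ranked compounds by inhibition in the single 10 µM screen, taking a fixed number of the strongest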;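 note: 0% = full reaction with DMSO carrier and 100% = background rate without enzyme reaction; no value below 0 was filed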
Bfl-1 inhibitors: displacement of Bid BH3 peptide from Bfl-1 – biochemical, fluorescence polarization, FITC-Bid, mouse, primary screen (AID 432) | one-dose displacement, % at 20 µM; IC50 in µM for titrated hits | FITC-Bid BH3 peptide fluorescence polarization displacement; higher % means a stronger effect | 0.02% of 64,000 active; in the data active = a potency from the dose series; inactive = the rest, 99 in 100 with displacement below about 15%; note: strong numbers were not always called active
LYP inhibition: LYP phosphatase inhibitors, primary screen, biochemical, DiFMUP fluorescence, recombinant catalytic domain, 10 µM (AID 606); 52,000 tested, under 10 active; inhibition, % at 10 µM; hits with a dose series show IC50 in µM; recombinant LYP catalytic domain, DiFMUP fluorescence; higher % means a stronger effect;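 active = IC50 under 40 µM in the dose-response test; inactive = IC50 of 40 µM or more, or never dose-tested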
HPDE-C7K KRASV12: cytotoxicity in KRAS-transformed pancreatic duct cells, primary screen, cell-based, fluorescence, HTS (AID 431). HPDE-C7K KRASV12 cells, Alamar Blue viability, 48 h; higher % means a stronger effect. one-dose cytotoxicity, % at 10 µM; EC50 in µM for titrated hits. 1.7% of 63,000 active;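 active = compounds whose percent cytotoxicity in the single-dose primary screen, scaled between solvent and toxic-drug controls, exceeds 50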;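 note: 0% = DMSO solvent wells and 100% = doxorubicin-treated wells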
Alkaline phosphatase: human TNAP enzyme inhibitors, biochemical, luminescent (AID 518) | purified TNAP enzyme, luminescent substrate readout; higher % means a stronger effect | one-dose inhibition, % at 20 µM; IC50 in µM for titrated hits | 0.09% of 64,000 active; in the data active = a potency from the dose series; inactive = the rest, 99 in 100 with inhibition below about 22%;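 note: plate controls were vehicle for no effect and reference inhibitor for full effect; many of its hits are not listed in these tables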
HT1080 cytotoxicity: HT1080 cell viability loss – fluorescence readout (AID 620). one-dose cytotoxicity, % at 10 µM; EC50 in µM for titrated hits. HT1080 viability, fluorescence; higher % means a stronger effect. 0.42% of 87,000 active;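 note: cells exposed to compound overnight then 4 h with Alamar Blue; 0% = vehicle DMSO and 100% = killing control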
Spn DPM-DC inh: S. pneumoniae DPM-DC inhibition; purified DPM-DC, PK/LDH coupled NADH fluorescence; calls only at 10 µM; 0.49% of 65,000 active; AID 556;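 active = the 320 compounds with the highest percent inhibition in the single-dose primary screen, excluding strongly autofluorescent ones, cut at about 32% in these data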;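 note: kinetic rate of NADH fluorescence loss reporting ADP formed by the decarboxylase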
HPDE-C7 cytotoxicity: HPDE-C7 pancreatic duct cell viability loss – fluorescence, HTS (AID 430); HPDE-C7 pancreatic duct cells viability, fluorescence; higher % means a stronger effect; one-dose cytotoxicity, % at 10 µM; EC50 in µM for titrated hits; 1.8% of 63,000 active;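 note: cells exposed to compound for 48 hours before viability readout; 0% = vehicle and 100% = reference cytotoxic drug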
PMK inhibit pilot replicates: also measured in PMK inhibit; calls as there; inhibition, %; measured here: pilot screen replicates
MK inhibit pilot replicates: further read-out of MK inhibit, marked with its call; inhibition, %; measured here: pilot screen replicates
Spn DPM-DC inh pilot screen %: recorded beside Spn DPM-DC inh, whose call it bears; inhibition, %; measured here: pilot screen trials
The depositor's hits bear a star; i = inactive; nt = no result given. Cut-off read from the data, not from the text of the source, unless noted: active = cytotoxicity above about 50%; inactive = the rest.

SMILES	MK inhibit	PMK inhibit	Bfl-1 inhibitors	LYP inhibition	HPDE-C7K KRASV12	Alkaline phosphatase	HT1080 cytotoxicity	Spn DPM-DC inh	HPDE-C7 cytotoxicity	others
O=C1Nc2cc(C(=O)N3CCN(Cc4ccccc4)CC3)ccc2SC1N1CCOCC1 (stereo not given)	8	10	nt	nt	nt	nt	-12%	i	nt
O=C1[C@@H]2C(Cc3ccc(O)cc3)NC3(C(=O)Nc4ccc(F)cc43)[C@@H]2C(=O)N1c1ccccc1 (stereo not given in full)	7	15	-3%	nt	1%	14%	-12%	i	5%
CCCC(=O)Nc1ccc(N2CCN(C(=O)c3ccccc3C)CC2)cc1	16	0	-3%	5%	0%	16%	1%	i	-1%
Cc1nnc(SCc2ccccc2)n1N	4	26*	-4%	6%	-1%	9%	-5%	i	2%	PMK inhibit pilot replicates=6.0*;MK inhibit pilot replicates=3.0;Spn DPM-DC inh pilot screen %=0.0
COc1ccc(S(=O)(=O)N2CCC(C(=O)Nc3ccc(OC)c(OC)c3)CC2)cc1C	4	3	-3%	13%	0%	6%	3%	i	-5%
O=C(NCc1cccc(C(F)(F)F)c1)C1CCCN(c2ncccn2)C1 (stereo not given)	9	8	2%	nt	-8%	8%	12%	i	1%
CCOc1ccc2[nH]c(=O)c(CN(CCO)C(=O)CC)cc2c1	0	5	6%	1%	nt	5%	-21%	i	nt
COc1ccc(NC(=O)c2ccc3c(c2)OCO3)cc1Cl	2	16	10%	nt	-2%	10%	5%	i	-6%
COc1ccc(-c2cc(O)cc(O)c2)cc1	7	6	-6%	6%	-8%	10%	9%	i	-8%	PMK inhibit pilot replicates=3.5;MK inhibit pilot replicates=0.0;Spn DPM-DC inh pilot screen %=0.5
Cc1ccc(CCN2CC(C(=O)NCc3ccco3)CC2=O)cc1 (stereo not given)	4	13	4%	nt	4%	9%	40%	i	-12%
Cc1oc(-c2cccs2)nc1CS(=O)CC(=O)NCCCOC(C)C (stereo not given)	5	2	3%	nt	-12%	2%	-6%	i	-24%
COc1ccc(Cc2nnc(SCC(=O)NCC3CCCO3)o2)cc1 (stereo not given)	7	16	-5%	11%	3%	-10%	2%	i	1%
C=CCNc1nc(Nc2ccc(OC)cc2OC)nc(OCC)n1	4	0	0%	7%	0%	10%	-3%	i	8%
Cc1nc(=O)c(-c2ccccc2)c(C)n1Cc1ccccc1	0	5	0%	4%	-1%	4%	2%	i	8%
CC(=O)c1ccc(NC(=O)N[C@@H](Cc2ccccc2)C(=O)O)cc1	0	13	0%	5%	-16%	6%	9%	i	-4%
Cc1ccc(NC(=O)c2ccc(OC(=O)c3ccco3)cc2)cc1	6	7	2%	11%	-15%	4%	1%	i	-6%
O=C(c1cc(S(=O)(=O)N2CCOCC2)ccc1F)N1CCN(Cc2ccccc2)CC1	0	10	-2%	-5%	-1%	3%	-3%	i	-3%
O=C(CCCn1c(=O)[nH]c2ccccc2c1=O)N1CCN(c2ccccn2)CC1	0	11	2%	nt	0%	5%	3%	i	1%
Cc1ccc(Cl)cc1N1CCN(C(=O)C2CCCN(S(=O)(=O)c3cnc[nH]3)C2)CC1 (stereo not given)	2	9	4%	nt	3%	8%	-2%	i	8%	PMK inhibit pilot replicates=1.0;MK inhibit pilot replicates=2.0;Spn DPM-DC inh pilot screen %=0.0
Cc1ccc2nc(C)cc(NCCO)c2c1	8	11	-6%	nt	-12%	1%	-3%	i	-10%
COCCn1nnnc1CN1CCN2CCCC2C1 (stereo not given)	8	3	1%	-4%	-10%	9%	5%	i	-19%
COC(=O)c1c(C(=O)OC)c2n(c1C)CCC2	3	0	1%	nt	11%	3%	nt	i	-7%
COc1cc(C2CC(=O)C=C(O)C2)cc(OC)c1OC (stereo not given)	6	0	10%	13%	-10%	4%	-3%	i	-19%
O=C(COc1ccccc1)N(Cc1cc2ccccc2[nH]c1=O)CC1CCCO1 (stereo not given)	8	17	-5%	-2%	-7%	6%	-2%	i	-16%
COc1ccccc1CNC(=O)C1CCN(Cc2nc(-c3cccc(Cl)c3)oc2C)CC1	4	9	-1%	8%	10%	-4%	-4%	i	8%
CCC(NC(=O)Nc1nnc(C(F)(F)F)s1)(C(F)(F)F)C(F)(F)F	1	0	-4%	7%	3.1µM*	7%	38%	i	2.8µM*
Cn1c(/N=C/c2cc(Cl)ccc2O)nc2ccccc21	6	1	-8%	nt	1%	8%	-10%	i	3%
CC(=O)Oc1ccc(C)cc1N1C(=O)c2ccc(C(=O)O)cc2C1=O	0	0	7%	-3%	6%	6%	-4%	i	4%
CCOc1cc(-c2noc(N)c2C(=O)OC)cc(OCC)c1OCC	0	14	-2%	-4%	-17%	-8%	-5%	i	-2%
CCOC(=O)CN1CC23C=CC(O2)C(C(=O)NC2CCCC2)C3C1=O (stereo not given)	7	0	0%	nt	7%	12%	1%	i	0%	PMK inhibit pilot replicates=2.5;MK inhibit pilot replicates=3.0;Spn DPM-DC inh pilot screen %=0.0
O=C(COC(=O)c1cnccn1)c1ccc(OC(=O)c2ccccc2)cc1	6	9	11%	1%	-3%	16%	-2%	i	6%	PMK inhibit pilot replicates=4.5;MK inhibit pilot replicates=0.0;Spn DPM-DC inh pilot screen %=0.0
COc1ccc2cc(C(c3nnnn3CC3CCCO3)N3CCOCC3)c(=O)[nH]c2c1 (stereo not given)	10	10	-12%	nt	2%	7%	1%	i	-9%
Cc1ccc(C)c(NC(=O)CCN2CCOCC2)c1	8	4	0%	10%	-7%	-4%	6%	i	-20%
C=CCc1cccc2cc(C(=O)N3CCN(C(=O)c4ccco4)CC3)c(=O)oc12	6	7	-1%	0%	6%	6%	5%	i	2%
CCOc1cc(S(=O)(=O)NCCc2cccc(C)c2)c(OCC)cc1-n1cnnn1	4	11	4%	nt	-1%	10%	2%	nt	11%
CCOc1ccc(Nc2oc(-c3cccs3)nc2C#N)cc1	3	0	-11%	3%	-4%	13%	-3%	nt	-3%
COc1cccc(-n2c(Cc3cc(=O)[nH]c(=O)[nH]3)nnc2SCC(=O)Nc2ccccc2)c1	5	7	4%	24%	1%	8%	3%	i	-4%
CCc1cc2c(N[C@@H](C)C(=O)O)ncnc2s1	12	0	-4%	5%	-4%	9%	29%	i	1%
CCOC(=O)c1nc(-c2ccc3c(c2)OCO3)[nH]c1C	0	10	-4%	5%	5%	3%	18%	i	14%
CSc1nc(N)nc(SCC(=O)c2ccccc2)c1C#N	0	12	0%	-1%	8%	-2%	5%	i	14%

3 records drawn at random from those above:
SMILES	MK inhibit	PMK inhibit	Bfl-1 inhibitors	LYP inhibition	HPDE-C7K KRASV12	Alkaline phosphatase	HT1080 cytotoxicity	Spn DPM-DC inh	HPDE-C7 cytotoxicity	others
Cc1ccc(C)c(NC(=O)CCN2CCOCC2)c1	8	4	0%	10%	-7%	-4%	6%	i	-20%
CSc1nc(N)nc(SCC(=O)c2ccccc2)c1C#N	0	12	0%	-1%	8%	-2%	5%	i	14%
O=C(COC(=O)c1cnccn1)c1ccc(OC(=O)c2ccccc2)cc1	6	9	11%	1%	-3%	16%	-2%	i	6%	PMK inhibit pilot replicates=4.5;MK inhibit pilot replicates=0.0;Spn DPM-DC inh pilot screen %=0.0

Additional results
SMILES	MK inhibit	PMK inhibit	Bfl-1 inhibitors	LYP inhibition	HPDE-C7K KRASV12	Alkaline phosphatase	HT1080 cytotoxicity	Spn DPM-DC inh	HPDE-C7 cytotoxicity	others
Cc1ccc2c(c1)nnn2C1CCN(S(=O)(=O)c2ccc(C(=O)NC3CCCC3)cc2)CC1	4	10	-6%	-1%	-1%	5%	6%	i	-16%
Cc1csc(NC(=O)c2cccs2)n1	0	0	1%	16%	22%	14%	-2%	i	15%	PMK inhibit pilot replicates=6.0;MK inhibit pilot replicates=2.5;Spn DPM-DC inh pilot screen %=0.5
COCCCNC(=O)Cn1ncc2ccsc2c1=O	0	6	3%	2%	4%	5%	6%	i	4%
CCC(c1nnnn1Cc1cccs1)N1CCN(c2nc3ccccc3s2)CC1 (stereo not given)	5	8	0%	15%	11%	6%	-4%	i	-2%
Cc1ccc(Nc2ncc3c(n2)CC(c2ccco2)CC3=O)c(C)c1 (stereo not given)	11	10	-1%	11%	7%	10%	-2%	i	2%
O=C(CN1CCN(C(=O)c2cccc(F)c2)CC1)Nc1ccccc1F	0	7	0%	0%	-11%	-14%	4%	i	-7%
O=C(COC(=O)C1CC(=O)N(c2ccccc2)C1)c1ccccc1 (stereo not given)	5	7	16%	4%	-2%	9%	0%	i	-8%	PMK inhibit pilot replicates=0.0;MK inhibit pilot replicates=3.0;Spn DPM-DC inh pilot screen %=0.0
O=C(Nc1ccc2c(c1)Cc1ccccc1-2)c1ccco1	12	3	3%	5%	-7%	9%	8%	i	-5%
CN1/C(=C\C(=O)COc2ccc3c(c2)OCO3)C(C)(C)c2ccccc21	0	14	0%	nt	10%	5%	4%	i	15%
Cc1cc2n(n1)C(c1sccc1C)Nc1ccccc1-2 (stereo not given)	3	2	7%	nt	-6%	4%	23%	i	-10%
O=C1C2C3C=CC(O3)C2C(=O)N1CC(O)c1ccccc1 (stereo not given)	4	5	-8%	1%	18%	8%	4%	i	9%
COCc1nnc(NC(=O)C(C)C)s1	10	5	-1%	nt	3%	6%	2%	i	4%
O=C(CSc1nnc(CNC(=O)c2ccccc2F)o1)NCCc1ccccc1	2	13	-4%	7%	6%	12%	nt	i	0%
CC(=O)c1cc(F)c(N2CCN(C(=O)Cc3ccccc3)CC2)cc1C	5	7	-7%	4%	0%	4%	-2%	i	3%	PMK inhibit pilot replicates=2.0;MK inhibit pilot replicates=1.5;Spn DPM-DC inh pilot screen %=3.0
O=C(Cn1ncc2c(=O)oc3ccccc3c21)N1CCCN(Cc2ccccc2F)C1	8	6	-2%	-6%	-4%	5%	6%	i	4%
CCC(c1nnnn1C(C)(C)CC)N(CCCO)Cc1cc2cc(C)cc(C)c2[nH]c1=O (stereo not given)	7	0	-2%	-4%	-7%	7%	3%	i	-10%
CCN(CC)Cc1c(C(=O)OC)nnn1-c1nonc1N	11	0	-4%	nt	-8%	1%	nt	i	-19%	PMK inhibit pilot replicates=4.5;MK inhibit pilot replicates=0.0;Spn DPM-DC inh pilot screen %=0.0
CC1(C)CC2(CCO1)OC(=O)CC2C(=O)NCc1ccccc1 (stereo not given)	4	13	1%	nt	-17%	1%	33%	i	-12%
C=CCOc1nc2c(c(=O)n(C)c(=O)n2C)n1Cc1ccccc1Cl	2	1	1%	nt	2%	14%	-5%	i	0%
CC(C)N1C(=O)C2C(C(=O)NC3CCCCC3)C3C=CC2(O3)C1C(=O)NC1CCCCC1 (stereo not given)	18	15	3%	-4%	14%	13%	-5%	i	6%
CN(C)c1ccc(C=NCC2(O)CCOC(C)(C)C2)cc1 (stereo not given)	5	0	-1%	10%	-7%	9%	12%	i	5%	PMK inhibit pilot replicates=5.0;MK inhibit pilot replicates=3.0;Spn DPM-DC inh pilot screen %=1.0
CCN1CCN(C(=O)Nc2ccc(Cc3ccc(NC(=O)N4CCN(CC)CC4)cc3)cc2)CC1	3	5	6%	3%	0%	5%	7%	i	-8%

Assay outcomes: PubChem BioAssay, several laboratories
